# mcGAS lum – cyclic GMP-AMP synthase inhibitors, mouse, primary biochemical chemiluminescence; Q8C6L5; recombinant cGAS, Kinase-Glo ATP depletion luminescence; inhibition, % at 12.5 µM; actives 0.15% (n = 160,000); AID 1259399, 2018;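 also: 0% = negative control wells and 100% = reference inhibitor with no enzyme activity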
# NPYLR7 agonist – agonists of mosquito NPYLR7 receptor, primary screen, cell-based, Aedes aegypti, calcium fluorescence, mosquito biting behavior | Aedes aegypti neuropeptide Y-like receptor 7 (NPYLR7) | HEK293T NPYLR7/Galpha15, GCaMP6s calcium fluorescence | activation, % at 10 µM | actives 0.15% (n = 270,000); in the data active = activation above about 40%;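 also: 0% = vehicle and 100% = reference agonist at the receptor; some compounds past the cut are filed as inactive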
# hcGAS inh – Primary biochemical luminescence assay for human cyclic GMP-AMP synthase inhibitors; Q8N884; recombinant h-cGAS, ATP depletion, Kinase-Glo luminescence; inhibition, % at 12.5 µM; actives 0.081% (n = 290,000); AID 1259398, 2018;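 also: 0% = vehicle reaction and 100% = reaction without DNA for no activity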
# Target sequence (Q8N884 whole entry, looked up): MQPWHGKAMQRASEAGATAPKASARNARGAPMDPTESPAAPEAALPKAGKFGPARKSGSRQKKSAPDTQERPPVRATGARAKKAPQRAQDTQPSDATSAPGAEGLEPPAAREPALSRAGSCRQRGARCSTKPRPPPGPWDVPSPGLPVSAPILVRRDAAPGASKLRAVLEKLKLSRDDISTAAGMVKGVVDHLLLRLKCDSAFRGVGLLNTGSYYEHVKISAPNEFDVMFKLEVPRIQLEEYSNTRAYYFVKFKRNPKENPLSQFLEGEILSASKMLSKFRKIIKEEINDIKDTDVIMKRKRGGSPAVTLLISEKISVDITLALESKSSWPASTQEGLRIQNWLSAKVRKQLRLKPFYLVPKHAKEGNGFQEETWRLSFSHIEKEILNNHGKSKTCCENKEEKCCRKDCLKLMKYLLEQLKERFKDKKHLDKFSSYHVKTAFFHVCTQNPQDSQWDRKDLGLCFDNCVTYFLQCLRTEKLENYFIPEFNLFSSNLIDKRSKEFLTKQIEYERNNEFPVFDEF
# Numbers without * were called inactive; . = no result given; & = joins results of further samples. Rule as the data show it, unless noted: active = inhibition above about 40%; inactive = the rest. Rows are unselected; about 0.27% have a hit in one of these screens.
SMILES,mcGAS lum,NPYLR7 agonist,hcGAS inh
Cc1ccc(C(=O)N(CC(=O)Nc2nc(CC(=O)Nc3ccccc3F)cs2)C(C)C)cc1,-6,17,-5
CC(C)CC(=O)N1CCc2[nH]cnc2C12CCCCC2,-2,.,0
O=C(c1cccc(-c2ncn[nH]2)c1)N1CCO[C@@H]2CCCC[C@H]21,.,-1,-8
CCOC(=O)Cn1nc(C)c2ccccc2c1=O,-4,6,-1
C=CCOc1ccccc1CN1C(=O)C(O)(CC(C)=O)c2ccccc21 (configuration not stated),.,24,-8
Cc1cnc2c(S(=O)(=O)NC3CCN(C(=O)c4ccoc4)CC3)cccc2c1,.,-5,-8
COC1CCN(C(=O)CC(c2cccc(O)c2)c2cccc(Cl)c2)CC1 (configuration not stated),.,16,-7
CC(C)CN(CC(=O)N1CC(=O)N(c2ccc(Cl)cc2)C1)C(=O)C(C)(C)CCl,-8,3,-2
CN(C)CCNc1cc(-c2ccc(Cl)cc2F)c2cc[nH]c2n1,.,4,0
CC(NCC(c1ccco1)N(C)C)C(=O)Nc1cccc(F)c1 (configuration not stated),.,-1,-10
CCN(CC)c1ccc(CN(CCOC)C(=O)Nc2ccccc2OC)c(OS(C)(=O)=O)c1,1,-5,-1
Cc1csc(C2(NS(=O)(=O)c3c(Cl)cc(Cl)cc3Cl)CCC2)n1,-15,-1,-4
Cc1ccsc1CN(C)S(=O)(=O)c1ccc2c(c1)C(C)(C)C(=O)N2,.,-5,-5
O=C(CCN(CCCN1CCOCC1)c1nc(-c2ccc(F)cc2)nc2ccccc12)Nc1cccc(F)c1,-5,23,-6
COc1cccc2sc(N(Cc3ccccn3)C(=O)Cc3ccc(S(C)(=O)=O)cc3)nc12,.,14,1

# Single records, as listed above. Values in the order: mcGAS lum | NPYLR7 agonist | hcGAS inh
# Profile of `O=C(CCN(CCCN1CCOCC1)c1nc(-c2ccc(F)cc2)nc2ccccc12)Nc1cccc(F)c1` → -5 | 23 | -6
# Profile of `CC(C)CN(CC(=O)N1CC(=O)N(c2ccc(Cl)cc2)C1)C(=O)C(C)(C)CCl` → -8 | 3 | -2
# Profile of `Cc1ccsc1CN(C)S(=O)(=O)c1ccc2c(c1)C(C)(C)C(=O)N2` → . | -5 | -5
# Profile of `CC(NCC(c1ccco1)N(C)C)C(=O)Nc1cccc(F)c1` (configuration not stated) → . | -1 | -10

# (listing goes on)
SMILES,mcGAS lum,NPYLR7 agonist,hcGAS inh
O=C(CCCCSc1nnc(-c2ccco2)n1-c1cccc(C(F)(F)F)c1)NC1CCN(Cc2ccccc2)CC1,-6,-1,-4
Cc1ccc(C(CC(=O)NC(C)C)c2cn(C)c3ccccc23)cc1 (configuration not stated),-3,-3,0
CCc1ccc(C(=O)Nc2ncc(C)s2)s1,-2,1,-8
CCCNC(=O)C(CC)n1nc(CC)n2c(cc3oc(C)cc32)c1=O (configuration not stated),-3,3,-10
COCCCN(CC(=O)N(CCc1c[nH]c2ccccc12)Cc1ccc(C)cc1)C(=O)Nc1ccc(OC)cc1,-6,14,-3
CC(C)(CN1CCCn2cncc2C1)N1CCOCC1,-10,1,-10
CC(C)(CNCc1cccs1)c1ccc2c(c1)OCO2,-7,13&-2,-11&-19
COc1ccc(NC(=O)Nc2cccc(-n3nc(OC(C)C)nc3-c3cccs3)c2)cc1,0,0,3
COc1ccc(CCN(C)C(=O)COc2cccc(C#N)c2)cc1OC,-11,1,-6
O=C1CC(c2cn[nH]c2C(=O)O)c2cnn(-c3ccccc3)c2N1 (configuration not stated),.,11,-9
CN(CCn1ccc2ccccc21)C(=O)[C@@H]1C[C@@H]2C=C[C@H]1C2,-17,0,-2
Cc1ccc(NC(=O)C(Cc2ccccc2)N2CC3=C(C2=O)C(c2ccccc2Cl)NC(=O)N3C)cc1C (configuration not stated),2,0,0
O=C(CSCCO)Nc1ccc(Cl)c(Br)c1,.,-5,7
O=C(c1cn(CC2CCCO2)cc2c(=O)n(-c3ccccc3)nc1-2)N1CCCC1 (configuration not stated),-6,7,-1
O=S(=O)(NCc1cccnc1-n1cncn1)c1cccc2nsnc12,.,6,-5

# Laid out differently: 3 of the compounds above
# Sequence of screens: mcGAS lum | NPYLR7 agonist | hcGAS inh
- COCCCN(CC(=O)N(CCc1c[nH]c2ccccc12)Cc1ccc(C)cc1)C(=O)Nc1ccc(OC)cc1
    -6 | 14 | -3
- CC(C)(CN1CCCn2cncc2C1)N1CCOCC1
    -10 | 1 | -10
- CC(C)(CNCc1cccs1)c1ccc2c(c1)OCO2
    -7 | 13&-2 | -11&-19

# Next entries:
SMILES,mcGAS lum,NPYLR7 agonist,hcGAS inh
CNC(=O)NC(=O)C(C)OC(=O)CSCc1cccs1 (configuration not stated),.,6,-2
Cc1c(N(C)CS(=O)(=O)O)c(=O)n(-c2ccccc2)n1C,-4,0&-5,-1&-2&-3
O=C(NCC(=O)N1CCCc2ccccc21)C1CC1c1ccco1 (configuration not stated),.,-23,-6
Cc1ccc(C2=Nc3ncnn3C(c3ccc(Br)cc3)C2)cc1C (configuration not stated),.,2,-9
Cn1cc(CCC(=O)NCc2cccnc2Oc2ccc(F)c(F)c2)cn1,.,7,3
COc1cc(F)ccc1-c1cc(N)ccn1,-10,1,-5
CN(CCN1CCCCCC1)C(=O)C(=O)c1cccnc1,.,-6,-7
O=C(OCC(=O)c1cccs1)c1ccc(Br)o1,.,1,-4
CCC(C)N(Cc1ccc(OC)c(OS(=O)(=O)c2cccc(C(F)(F)F)c2)c1)C(=O)N(C)C (configuration not stated),-4,-10,-1
CCN1CCN(CC(=O)N2N=C(c3ccc(OC)cc3OC)CC2c2ccccc2Cl)CC1 (configuration not stated),-5,-2,-3
Cn1c(=O)n(Cc2ccccc2)c(=O)c2c1nc(SCCO)n2Cc1ccccc1,.,-7,-6
Cc1csc(NC(=O)c2ccc(S(=O)(=O)N3CCOCC3)cc2)n1,.,-1,-1
Cc1c(CN(C)Cc2c(-c3ccccc3)nc3ccccn23)cnn1C,.,17,-9
C=C(Cl)c1c(Cl)cc(C)oc1=O,.,-7,-4
C=CCCC(O)CN(Cc1ccccc1)Cc1c(-c2ccccc2)nn(C)c1Oc1ccc(C)cc1 (configuration not stated),-7,25,-7
Cc1cc(C)cc(N(C)C(=O)CCCC(=O)NC(C)C)c1,-18,16,-8
CCc1nc(C)c(C(=O)N(C)Cc2cc(C(C)(C)C)n[nH]2)o1,-12,-5,-6
COc1ccc(N2CCN(c3ncc4c(n3)CC(C)CC4=O)CC2)cc1 (configuration not stated),-4,-1,-8
O=C(CCn1ccc(=O)[nH]c1=O)N1CCN(c2ccc(-c3cccs3)nn2)CC1,.,0,5
Cc1cc(C)n(C)c(=O)c1C(=O)NCc1cc(CC(C)C)on1,-11,17,-6
COc1ccc(OC)c(Cn2cnc3ncccc3c2=O)c1,.,3,-5
O=C(Nc1ccc(Oc2cccnc2)cc1)C1CCCCN1Cc1cccc(F)c1F (configuration not stated),-2,-8,-2
NC(=O)N1N=C2/C(=C\c3ccccc3)CCCC2C1c1ccccc1 (configuration not stated),.,1,-10
O=C1NCC2(CCCN(C(=O)c3ccc(-n4cnnc4)cc3)CC2)O1 (configuration not stated),-14,10,-9
CCCc1cnc(-c2ccc(OC)cc2C)nc1,-13,6,2
CCCNC(=S)N(Cc1ccncc1)c1ccc2c(c1)OCO2,.,12,-6
O=C(Nc1nc2ccc([N+](=O)[O-])cc2s1)c1cccc(NS(=O)(=O)c2ccc(Cl)cc2)c1,.,4,4
O=C(c1csc(CSc2nnc(-c3ccncc3)n2-c2ccccc2Cl)n1)N1CCC2(CC1)OCCO2,-4,.,-6
CCOc1ccc2nc(SCC(=O)Nc3ccccc3F)sc2c1,-6,-8,-7
NCCCc1nc2ccccc2s1,-2,5,9
C=CCN(Cc1ccc(SC)cc1)C(=O)C1CCNCC1,-8,8,-4
Clc1ccc(CO/N=C(/Cn2ccnc2)c2ccc(Cl)cc2Cl)c(Cl)c1,.,-9,4&2
O=C(NCC(CO)Cc1cccs1)c1c(O)cccc1O (configuration not stated),-17,-5,-5
CSc1ccccc1OCc1cc(C(=O)NCCc2nc(C)c(C)s2)no1,-2,-5,-1
CCc1ccccc1CN1CCCn2cccc2C1c1ccc(OC)cc1 (configuration not stated),-7,2,-8
COc1ccc(C=Nn2c(-c3ccc(Cl)cc3)csc2=N)cc1,0,3,-10
Clc1ccc(C2CC(c3ccc4c(c3)OCO4)Nc3ncnn32)cc1 (configuration not stated),.,20,-5
O=C(CCc1ccc(S(=O)(=O)N2CCCCCC2)cc1)Nc1cc(F)cc(F)c1,-5,8,-3
CC1(c2ccco2)NC(=O)NC1=O (configuration not stated),-3,3,5
O=C(NC(C(=O)N1CCOCC1)C1CCN(C(=O)c2ccc(Cl)cc2)CC1)c1ccc(F)cc1 (configuration not stated),-6,1,-6
CN(c1ccccc1)N1CC(C(=O)NC(c2ccccc2)c2ccccc2)CC1=O (configuration not stated),-2,-8,-7
Cc1cnc(CN(C)C(=O)CC(c2ccccc2)c2ccc(Cl)cc2)[nH]1 (configuration not stated),.,16,-11
COc1cccc(C(=O)N=c2sc(C)cn2Cc2ccccc2C(=O)O)c1,.,20,-6
COc1ccc(N2CCN(C(=O)c3nn(-c4ccccc4)c(=O)cc3OC)CC2)cc1,.,4,-6
Cc1n[nH]c(=O)nc1NCc1cccnc1,-6,-10,-7
Cc1c(C(=O)N2CCN(S(=O)(=O)c3ccccc3)CC2)cnn1-c1ccccc1,.,2,0
COC(=O)C1CN(C(C)c2ccc(F)c(F)c2)C[C@@H](C)O1 (some centres not stated),.,4,-7
COc1ccccc1/C=C/C=C1\N=C(c2ccccc2)OC1=O,.,-4,-3
O=C(O)c1cccnc1SC1CC(=O)N(c2ccc(O)cc2)C1=O (configuration not stated),-1,-11,-8
CCOc1ccc2c(c1)-c1c(sn(-c3ccc(OC)cc3)c1=S)C(C)(C)N2,.,3,-10
COc1cccc2c1oc(=O)c1c(=O)nc3n(c12)CCS3,.,19,-4
Cc1nn(C)cc1CN(C)Cc1c(C(=O)N(C)Cc2ccccc2)nc2ccccn12,.,4,-11
COc1ccc(OC)c2sc(N(Cc3ccco3)C(=O)c3cc(C)n(C)n3)nc12,.,6,-4
COC(=O)c1ccc2c(=O)n(CC(O)c3cc(F)ccc3F)c(C)nc2c1 (configuration not stated),.,3,-7
NC(=O)NC(CC(=O)NC12CC3CC(CC(C3)C1)C2)c1ccccc1 (configuration not stated),.,1,-7
COc1cc(NC(=O)C2COc3ccccc3O2)cc(OC)c1OC (configuration not stated),-3,-3,-4
COc1ccc(OC(=O)c2ccc(Cl)cc2)cc1,-2,1,4
COc1ccc(C(=O)N(CCC(C)C)CC(=O)N(Cc2cccn2Cc2ccccc2)C2CCCCC2)cc1,-6,1,-5
COCCNC(=O)Cn1nc2c(c1NC(=O)c1ccc(OC)cc1OC)CSC2,-7,-4,-6
COc1cccc(C(=O)N2CCN(c3cc(Oc4ccc(F)cc4Cl)ncn3)CC2C)c1 (configuration not stated),-4,7,-5
# Going on with the list.
SMILES,mcGAS lum,NPYLR7 agonist,hcGAS inh
CCS(=O)(=O)c1ccc2c(c1)N(Cc1ccc3c(c1)OCO3)C(=O)C(C)O2 (configuration not stated),.,1,4
Cc1cc(=O)c(C(=O)N(C)CC(=O)Nc2c(Cl)cccc2Cl)nn1-c1ccccc1F,-3,-1,2
CC(C)c1ccc(Nc2nccc3c2ncn3Cc2ccccc2)cc1,-4,-6,-2
O=C(c1ccc(Cl)cc1Cl)N1CCN(C(C(=O)N2CCOCC2)C2CCCC2)CC1 (configuration not stated),.,-4,5
CCOC(=O)N1CCN(C(=O)c2cnn3c(C(F)(F)F)cc(-c4ccc(C)cc4)nc23)CC1,-5,-2,-9
CCOC(=O)CNC(=O)NC1CC(=O)N(Cc2ccccc2Cl)C1 (configuration not stated),.,2,-10
O=C(c1ccco1)N1CCN(c2nc3ccsc3c(=O)s2)CC1,.,-3,-2
COc1cc(C)ccc1-n1c(CCC(=O)NCCC2CCCN2C)cc2c1-c1ccccc1OC2 (configuration not stated),-11,3,-8
Cc1cccc(CN(C(=O)c2ccc(F)cc2)C2CCC(NC(=O)C3CCN(C(=O)Cc4cccs4)CC3)CC2)c1 (configuration not stated),-4,21,-4
O=C(CN1CN(c2ccccc2)C2(CCN(C(=O)Nc3ccccc3C(F)(F)F)CC2)C1=O)N1CCOCC1,-7,23,-9
C=CCNC(=O)c1ccc(-c2cc(OC)ccc2F)o1,-8,10,-3
CCOC(=O)CC(C)N=c1scc(-c2ccc(OC)cc2)n1C1CCN(C(=O)OCC)CC1 (configuration not stated),-3,-3,-4
N#C/C(=C/c1c(F)cccc1F)S(=O)(=O)c1cc(Cl)ccc1Cl,.,5,-2
CC1(C(=O)NC2CCN(Cc3ccccc3)CC2)CCN1Cc1csc2ccccc12 (configuration not stated),.,11,-4
NC(=O)c1cnc(NC(=O)c2cc(S(=O)(=O)N3CCCCC3)ccc2N2CCOCC2)s1,-5,13,-9
COc1ccc(OCc2nc(C(=O)NC(c3ccccn3)C(F)(F)F)co2)cc1 (configuration not stated),.,3,-7
O=[N+]([O-])c1cccc(C2c3cccn3CCCN2Cc2cc(Cl)ccc2O)c1 (configuration not stated),-7,13,-11

# 2 neighbouring entries out of the list so far, quoted:
SMILES,mcGAS lum,NPYLR7 agonist,hcGAS inh
Cc1cccc(CN(C(=O)c2ccc(F)cc2)C2CCC(NC(=O)C3CCN(C(=O)Cc4cccs4)CC3)CC2)c1 (configuration not stated),-4,21,-4
O=C(CN1CN(c2ccccc2)C2(CCN(C(=O)Nc3ccccc3C(F)(F)F)CC2)C1=O)N1CCOCC1,-7,23,-9
